Source: PubChem BioAssay (Sanford-Burnham Center for Chemical Genomics)
beta cell repl = inducers of MIN6 beta-cell proliferation, primary screen, ATP luminescence, uHTS | AID 2380, 2010 | 330,000 tested, 0.29% active | MIN6 cells proliferation, ATPlite luminescence, 48 h; cells starved in 0.2% serum; 100% = growth in 10% serum | proliferation, % at 10 µM;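 active = compounds whose signal lies at least 3.5 SD above the mean of all wells on their plate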;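 note: 0% = DMSO-treated cells in low-serum medium and 100% = 10% serum control; some compounds called inactive have numbers as strong as hits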
hIAP activ = human IAP activators, primary screen, biochemical, luminescence, uHTS; activation factor at 10 µM; purified human IAP, CDP-Star luminescence, 30 min; stronger effect = higher value; 1 = vehicle-only enzyme, 0 = enzyme-free background; 330,000 tested, 0.16% active; AID 2524, 2010;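 active = activation factor of the enzyme at least 2-fold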; note: the source names both 10 and 20 µM as test concentration; values of inactives mirror those of a sister screen read the other way
Target sequence (P09923 whole entry, looked up): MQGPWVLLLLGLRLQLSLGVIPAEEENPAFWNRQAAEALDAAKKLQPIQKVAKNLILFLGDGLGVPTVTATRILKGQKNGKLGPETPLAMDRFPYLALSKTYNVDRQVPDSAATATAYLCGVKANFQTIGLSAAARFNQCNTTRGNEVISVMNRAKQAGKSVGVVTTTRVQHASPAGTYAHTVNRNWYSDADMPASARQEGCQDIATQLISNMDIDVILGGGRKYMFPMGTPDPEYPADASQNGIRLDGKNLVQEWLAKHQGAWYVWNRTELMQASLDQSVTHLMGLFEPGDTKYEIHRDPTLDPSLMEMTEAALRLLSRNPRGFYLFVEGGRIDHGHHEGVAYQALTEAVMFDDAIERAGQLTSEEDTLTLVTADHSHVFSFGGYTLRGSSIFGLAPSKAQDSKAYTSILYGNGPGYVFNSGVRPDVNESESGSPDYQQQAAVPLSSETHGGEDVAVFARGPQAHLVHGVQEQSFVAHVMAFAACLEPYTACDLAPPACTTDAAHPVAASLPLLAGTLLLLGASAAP
APOBEC3G inh = APOBEC3G DNA deaminase inhibitors, primary screen, biochemical, fluorescence, single-stranded DNA substrate, uHTS; recombinant A3G, ssDNA deamination FAM/TAMRA fluorescence; inhibition, % at 20 µM; DNA dC->dU-editing enzyme APOBEC-3G (Homo sapiens), Q9HC16; 330,000 tested, 0.28% active;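 active = inhibition of at least 40% at 20 µM, with no more than 30% in the related APOBEC3A deaminase screen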;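 note: plate controls were DMSO wells with A3G for no effect and wells lacking A3G enzyme for full effect; some compounds called inactive have numbers as strong as hits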
hIAP block = human IAP inhibitors, primary screen, biochemical, luminescence, uHTS. Intestinal-type alkaline phosphatase (Homo sapiens), P09923. inhibition, % at 10 µM. purified IAP, CDP-Star luminescence, 30 min. 330,000 tested, 0.12% active;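 active = inhibition reaching a set limit with compound at 10 µM in the primary screen, cut at about 35% in these data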;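 note: plate controls were DMSO wells with enzyme for no effect and no-enzyme buffer wells for full effect; values of inactives mirror those of a sister screen read the other way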
ATG4B inhibitor = ATG4B protease inhibitors, primary screen, biochemical, fluorescence, uHTS | ATG4B cleavage of LC3-PLA2, NBD-HPC fluorescence, 1 h | inhibition, % at 8.33 µM | 340,000 tested, 0.51% active | AID 504462, 2011; in the data active = inhibition above about 40%
mIAP act = activators of mouse IAP, primary screen, biochemical, luminescence, uHTS. intestinal alkaline phosphatase [Mus musculus]. muIAP, CDP-Star luminescence, 30 min; stronger effect = higher value; 1 = vehicle-only enzyme signal, 0 = enzyme-free wells. activation factor at 10 µM. 330,000 tested, 0.24% active;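 active = activation factor of at least 2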; note: the source names both 10 and 20 µM as test concentration; values of inactives mirror those of a sister screen read the other way
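System: mouse IAP enzyme. Reagent: CDP-Star chemiluminescent phosphatase substrate. Benchmarks: DMSO wells, no-enzyme wells. Times: 30 min enzyme-substrate-compound incubation at room temperature. Detection: luminescence from enzymatic CDP-Star hydrolysis. Doses: test compounds delivered from DMSO solution.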
mIAP inh = inhibitors of mouse IAP, primary screen, biochemical, luminescence, uHTS; intestinal alkaline phosphatase [Mus musculus]; inhibition, % at 10 µM; 330,000 tested, 0.2% active; purified mouse IAP, CDP-Star luminescence, 30 min;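 active = inhibition of at least 40% at 10 µM in the primary screen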;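 note: plate controls were DMSO with enzyme for no effect and no enzyme wells for full effect; values of inactives mirror those of a sister screen read the other way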
APOBEC3A inh = APOBEC3A ssDNA deaminase inhibitors, primary screen, selectivity assay for APOBEC3G inhibitor project, biochemical, FAM/TAMRA oligo cleavage fluorescence; recombinant A3A, FAM/TAMRA ssDNA deamination fluorescence; inhibition, % at 20 µM; 330,000 tested, 0.41% active;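 active = at least 40% inhibition at 20 µM here, with at most 30% in a related deaminase screen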;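 note: plate controls were A3A with DMSO for no effect and wells lacking A3A enzyme for full effect; some results filed as inactive read as strong as hits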
Target sequence (P31941 whole entry, looked up): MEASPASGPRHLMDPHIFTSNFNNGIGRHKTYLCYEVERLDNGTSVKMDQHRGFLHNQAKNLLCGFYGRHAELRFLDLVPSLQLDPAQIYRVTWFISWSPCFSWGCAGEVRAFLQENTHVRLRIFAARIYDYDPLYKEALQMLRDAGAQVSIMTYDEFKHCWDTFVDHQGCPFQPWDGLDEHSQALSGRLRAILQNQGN
MPTP inh = mitochondrial permeability transition pore inhibitors, primary screen, biochemical, isolated mouse mitochondria, absorbance; Ca2+ swelling absorbance, 30 min; inhibition, % at 10 µM; 360,000 tested, 1.4% active; AID 602449, 2012;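 active = inhibition of 50% or more, scaled per plate between neutral and stimulator controls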;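 note: 0% = DMSO wells given calcium and 100% = 1 mM EGTA wells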
Starred values were filed as active, the others as inactive. Random draw from the library. About 3.3% of those tested had a hit in this group.

How did Cc1ccccc1NC(=O)Nc1ccc(C(F)(F)F)cc1 do in these assays?
beta cell repl: -6; hIAP activ: 1.1; APOBEC3G inh: -7; hIAP block: -10; ATG4B inhibitor: 2; mIAP act: 1.8; mIAP inh: -76; APOBEC3A inh: -5; MPTP inh: 80*

Results for Cn1c(=O)cc(N2CCCCC2)[nH]c1=O ?
beta cell repl: -1; hIAP activ: 1.2; APOBEC3G inh: -5; hIAP block: -16; ATG4B inhibitor: 1; mIAP act: 0.94; mIAP inh: 6; APOBEC3A inh: -7; MPTP inh: -0.6

How did O=C(CCN1C(=O)c2ccccc2C1=O)Nc1ccc(S(=O)(=O)NC2=NCCCCC2)cc1 do in these assays?
beta cell repl: -3; hIAP activ: 0.88; APOBEC3G inh: -2; hIAP block: 12; ATG4B inhibitor: -9; mIAP act: 1; mIAP inh: -5; APOBEC3A inh: 1; MPTP inh: -0.4

Results for COCCCNC(=O)C(=O)NC1CCCCCC1 ?
beta cell repl: 0; hIAP activ: 0.98; APOBEC3G inh: -8; hIAP block: 2; ATG4B inhibitor: -3; mIAP act: 1.2; mIAP inh: -16; APOBEC3A inh: 1; MPTP inh: -1.2

What do the screens show for `CCOC(=O)C1=C(N)OC2=C(C(=O)CC(C)(C)C2)C1c1ccccc1OCC#N` (configuration not stated)?
beta cell repl: -1; hIAP activ: 0.9; APOBEC3G inh: -3; hIAP block: 10; ATG4B inhibitor: 6; mIAP act: 1; mIAP inh: -2; APOBEC3A inh: 2; MPTP inh: 2.0

What do the screens show for `COc1ccc(/C(C)=N/NC(=O)CNC(=O)C(c2ccccc2)c2ccccc2)c(OC)c1`?
beta cell repl: 1; hIAP activ: 1.6; APOBEC3G inh: 0; hIAP block: -58; ATG4B inhibitor: -13; mIAP act: 1; mIAP inh: -2; APOBEC3A inh: 5; MPTP inh: -0.1

How did Cc1ccc(C2C(C#N)=C(N)N(c3cccnc3)C3=C2C(=O)CCC3)s1 (configuration not stated) do in these assays?
beta cell repl: 0; hIAP activ: 1.1; APOBEC3G inh: -6; hIAP block: -7; ATG4B inhibitor: -14; mIAP act: 0.83; mIAP inh: 17; APOBEC3A inh: -3; MPTP inh: 2.3

What do the screens show for `COc1cc(C(=O)Nc2nnc(SCC(=O)NCC3CCCO3)s2)cc(OC)c1OC` (configuration not stated)?
beta cell repl: 3; hIAP activ: 1.2; APOBEC3G inh: -6; hIAP block: -19; ATG4B inhibitor: -2; mIAP act: 0.89; mIAP inh: 11; APOBEC3A inh: -2; MPTP inh: -2.1

What do the screens show for `O=c1oc(-c2ccc([N+](=O)[O-])cc2)nc2ccc(O)cc12`?
beta cell repl: -4; hIAP activ: 1.1; APOBEC3G inh: -5; hIAP block: -14; ATG4B inhibitor: -5; mIAP act: 1; mIAP inh: -3; APOBEC3A inh: 2; MPTP inh: -1.2

Results for Cc1c(C2(O)CCCCC2)[nH]c2ccc(C(F)(F)F)cc12 ?
beta cell repl: -6; hIAP activ: 1.1; APOBEC3G inh: -3; hIAP block: -15; ATG4B inhibitor: 8; mIAP act: 1; mIAP inh: -4; APOBEC3A inh: 5; MPTP inh: 14

How did CCN(CC)CC(=O)Nc1ccc(C)cc1Br do in these assays?
beta cell repl: -2; hIAP activ: 1.3; APOBEC3G inh: 0; hIAP block: -31; ATG4B inhibitor: 4; mIAP act: 0.91; mIAP inh: 9; APOBEC3A inh: 1; MPTP inh: 4.3

How did CCC(C)(C)NC(=O)Nc1cc(Cl)ccc1OC do in these assays?
beta cell repl: -3; hIAP activ: 1; APOBEC3G inh: -5; hIAP block: -3; ATG4B inhibitor: -3; mIAP act: 1.1; mIAP inh: -6; APOBEC3A inh: -3; MPTP inh: 0.0

Results for Cc1cc(NS(=O)(=O)c2ccc(NC(=O)C(CC(C)C)N3C(=O)c4ccccc4C3=O)cc2)nc(C)n1 (configuration not stated) ?
beta cell repl: -3; hIAP activ: 1.1; APOBEC3G inh: 0; hIAP block: -14; ATG4B inhibitor: -3; mIAP act: 1; mIAP inh: -1; APOBEC3A inh: 3; MPTP inh: -0.6

Results for Cc1csc(NC(=O)C2CCCN(S(=O)(=O)c3ccc(Br)s3)C2)n1 (configuration not stated) ?
beta cell repl: -2; hIAP activ: 0.95; APOBEC3G inh: -7; hIAP block: 5; ATG4B inhibitor: 4; mIAP act: 1.1; mIAP inh: -6; APOBEC3A inh: -6; MPTP inh: 1.0

How did Cc1cc(=O)n(CC=C(Cl)Cl)c2ccccc12 do in these assays?
beta cell repl: 5; hIAP activ: 0.83; APOBEC3G inh: -1; hIAP block: 17; ATG4B inhibitor: -10; mIAP act: 0.97; mIAP inh: 2; APOBEC3A inh: -2; MPTP inh: 0.2

How did Cc1ccc(S(=O)(=O)N2CCC(C(=O)OCc3c(C)noc3C)CC2)cc1C do in these assays?
beta cell repl: 0; hIAP activ: 1.1; APOBEC3G inh: -5; hIAP block: -5; ATG4B inhibitor: -14; mIAP act: 1.1; mIAP inh: -9; APOBEC3A inh: 15; MPTP inh: -1.9

Results for COc1ccc(CC(=O)N2CCN(c3ccccc3F)CC2)cc1OC ?
beta cell repl: 1; hIAP activ: 1.1; APOBEC3G inh: -3; hIAP block: -9; ATG4B inhibitor: -1; mIAP act: 1; mIAP inh: 0; APOBEC3A inh: -4; MPTP inh: 0.8

Results for O=C(O)c1[nH]c2ccc(Br)cc2c1CCN1C(=O)c2cccc([N+](=O)[O-])c2C1=O ?
beta cell repl: -1; hIAP activ: 0.98; APOBEC3G inh: -1; hIAP block: 2; ATG4B inhibitor: -4; mIAP act: 1.1; mIAP inh: -8; APOBEC3A inh: 4; MPTP inh: 2.6

How did NS(=O)(=O)c1cccnc1Nc1c(Cl)cccc1Cl do in these assays?
beta cell repl: -3; hIAP activ: 1.2; APOBEC3G inh: 1; hIAP block: -17; ATG4B inhibitor: -6; mIAP act: 1.2; mIAP inh: -15; APOBEC3A inh: -1; MPTP inh: -3.5

What do the screens show for `Cc1ccc(NC(=O)C2CCN(C(=O)[C@@H]3Cc4ccccc4CN3)CC2)c(C)c1`?
beta cell repl: 1; hIAP activ: 0.84; APOBEC3G inh: -4; hIAP block: 16; ATG4B inhibitor: -5; mIAP act: 1; mIAP inh: -3; APOBEC3A inh: -2; MPTP inh: -0.6

How did C#CCOCCOCCOCCNc1nc(N2CCN(C(=O)C([C@@H](C)CC)n3cc(C(N)Cc4ccc(O)cc4)nn3)CC2)nc(N2CCN(C(=O)[C@H](CCC(=O)O)n3cc(C(N)Cc4ccc(O)cc4)nn3)CC2)n1 (some centres not stated) do in these assays?
beta cell repl: -3; hIAP activ: 1.1; APOBEC3G inh: -3; hIAP block: -8; ATG4B inhibitor: -13; mIAP act: 1.1; mIAP inh: -5; APOBEC3A inh: -2; MPTP inh: 0.0

Results for Cc1ccc(S(=O)(=O)N/N=C\C=C\c2ccccc2)cc1 ?
beta cell repl: -2; hIAP activ: 0.87; APOBEC3G inh: 0; hIAP block: 13; ATG4B inhibitor: 3; mIAP act: 1; mIAP inh: -3; APOBEC3A inh: 0; MPTP inh: 0.3

How did CCCc1cc(=O)oc2cc(OCC(=O)N3CCOCC3)c(Cl)cc12 do in these assays?
beta cell repl: -1; hIAP activ: 1.1; APOBEC3G inh: 6; hIAP block: -12; ATG4B inhibitor: -10; mIAP act: 1.2; mIAP inh: -15; APOBEC3A inh: -2; MPTP inh: -0.4

Results for Cc1ccc(NC(=O)Nc2cnccn2)c(C)c1 ?
beta cell repl: -1; hIAP activ: 1.1; APOBEC3G inh: 2; hIAP block: -10; ATG4B inhibitor: 3; mIAP act: 1; mIAP inh: -1; APOBEC3A inh: -2; MPTP inh: 1.1

Results for Cc1ccnc(NS(=O)(=O)c2ccccc2)c1 ?
beta cell repl: 1; hIAP activ: 0.9; APOBEC3G inh: -3; hIAP block: 10; ATG4B inhibitor: -1; mIAP act: 1.1; mIAP inh: -12; APOBEC3A inh: -10; MPTP inh: -0.3

How did CC(=O)c1ccc(C(=O)N2CCc3c([nH]c4ccccc34)C2c2cccc(C)n2)s1 (configuration not stated) do in these assays?
beta cell repl: 1; hIAP activ: 0.96; APOBEC3G inh: -5; hIAP block: 4; ATG4B inhibitor: -2; mIAP act: 0.87; mIAP inh: 13; APOBEC3A inh: 0; MPTP inh: 1.5

How did CCN(CC)C(=O)C1CCCN(c2ccc([N+](=O)[O-])cc2/C=N/NC(=O)c2ccccc2)C1 (configuration not stated) do in these assays?
beta cell repl: 1; hIAP activ: 0.99; APOBEC3G inh: -7; hIAP block: 1; ATG4B inhibitor: -9; mIAP act: 0.98; mIAP inh: 2; APOBEC3A inh: -5; MPTP inh: -0.5

What do the screens show for `Cc1onc(-c2c(F)cccc2Cl)c1C(=O)NCc1ccc(S(N)(=O)=O)cc1`?
beta cell repl: 2; hIAP activ: 1.1; APOBEC3G inh: -3; hIAP block: -6; ATG4B inhibitor: -19; mIAP act: 1.1; mIAP inh: -10; APOBEC3A inh: -1; MPTP inh: -3.5

Results for O=C(CC1CCCC1)NCCc1cn2ccccc2n1 ?
beta cell repl: 1; hIAP activ: 1.1; APOBEC3G inh: -4; hIAP block: -6; ATG4B inhibitor: -10; mIAP act: 1.1; mIAP inh: -11; APOBEC3A inh: 1; MPTP inh: 0.1

What do the screens show for `Cc1ccc([N+](=O)[O-])cc1S(=O)(=O)Nc1ccc(C(=O)N2CCN(C(=O)c3ccco3)CC2)cc1`?
beta cell repl: -1; hIAP activ: 1; APOBEC3G inh: -7; hIAP block: 0; ATG4B inhibitor: -6; mIAP act: 0.93; mIAP inh: 7; APOBEC3A inh: -1; MPTP inh: -0.4

What do the screens show for `Cc1cccc(C(=S)N2CCOCC2)n1`?
beta cell repl: 0; hIAP activ: 0.88; APOBEC3G inh: -7; hIAP block: 12; ATG4B inhibitor: -2; mIAP act: 0.94; mIAP inh: 6; APOBEC3A inh: -6; MPTP inh: -1.3

What do the screens show for `CCCCc1nc2cc(C(=O)NCc3cn(C)nc3C)ccc2o1`?
beta cell repl: 2; hIAP activ: 1.2; APOBEC3G inh: -5; hIAP block: -16; ATG4B inhibitor: -4; mIAP act: 1; mIAP inh: 0; APOBEC3A inh: 4; MPTP inh: 0.2

What do the screens show for `CCc1ccc(NC(=O)C(=O)N/N=C(\C)CC(=O)NCCOC)cc1`?
beta cell repl: -1; hIAP activ: 1.1; APOBEC3G inh: -7; hIAP block: -13; ATG4B inhibitor: 2; mIAP act: 0.99; mIAP inh: 1; APOBEC3A inh: 3; MPTP inh: -2.4

What do the screens show for `COc1ccc(S(=O)(=O)N2CCN(CC(=O)Nc3cccc(F)c3)CC2)cc1`?
beta cell repl: -1; hIAP activ: 0.98; APOBEC3G inh: -8; hIAP block: 2; ATG4B inhibitor: -8; mIAP act: 1.1; mIAP inh: -12; APOBEC3A inh: -3; MPTP inh: 0.1
